Screening results deposited in PubChem by National Center for Advancing Translational Sciences (NCATS).
DT40 TDP1 CPT: DT40-hTDP1 cell growth loss with CPT. AID 686979. Potency, µM (titrated, usually from 46.2 µM), for the others: at the highest dose activity change, negative = growth inhibition, hits mostly inhibitors. 12% of 420,000 active. chicken DT40 Tdp1-/-;hTDP1 cells + 20 nM CPT, ATP luminescence, 48 h; active = well fitted inhibition curve with a large enough effect; inconclusive = small, poorly fitted or top-dose-only effect; note: nearly all actives have a fitted effect of over 55% in size
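Chicken DT40 Tdp1-/- cells stably complemented with human TDP1 were seeded at 400 cells/well in medium containing 20 nM camptothecin, exposed to pin-transferred compounds, and grown at 37 °C for at least 48 hr. Viability was read as ATP luminescence.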
* hit, by the source's call; ? = inconclusive; [ ] = remark or other dose. % is set by controls: 0 for no effect and ±100 for the full control effect; potency is the fitted concentration of half-maximal effect. Not all compounds are listed; count on the stated rates, not on these rows.

SMILES | DT40 TDP1 CPT
Cc1ccc(S(=O)(=O)Nc2ccc3c(c2)C(=O)N([C@H](C)CO)C[C@H](C)[C@@H](CN(C)C(=O)NC2CCCCC2)OCCCC[C@@H](C)O3)cc1 | 21µM*
CC1=C(C(=O)N(C)C)CC(CC(=O)NC(c2ccccc2)c2ccccc2)C(=O)N1Cc1ccccc1 (centres undefined) | -1%
Cc1cccc(C)c1-n1nnnc1C1(C)CCC(=O)N1C1CC1 (centres undefined) | -20%
CCOC(=O)[C@]12CCCC=C1N(Cc1ccc(Cl)cc1Cl)C(=O)[C@H](CC(=O)N1CCCC1)C2 | ?
COCCNC(=O)C1CCCN(C(=O)COc2ccc(C(C)(C)C)cc2)CC1 (centres undefined) | -21%
COC(=O)[C@H]1C[C@@]2(O)CN(S(=O)(=O)c3ccc(C)cc3)C[C@@]2(OC(=O)NCc2ccco2)C[C@H]1C(=O)OC | -17%
CCOC(=O)[C@]12CCCC=C1N(Cc1ccccc1)C(=O)[C@H](CC(=O)NCC1CCCCC1)C2 | ?
CC1=CNC(=O)CC(C)(C)C1 | -1%
COc1ccc(C(=O)NCC[N+](C)(C)C)cc1 | 3%
N#Cc1cnn(-c2ccc([N+](=O)[O-])cc2[N+](=O)[O-])c1N | 13µM*

The list goes on, starting with the last 2 of the part before.
SMILES | DT40 TDP1 CPT
COc1ccc(C(=O)NCC[N+](C)(C)C)cc1 | 3%
N#Cc1cnn(-c2ccc([N+](=O)[O-])cc2[N+](=O)[O-])c1N | 13µM*
COc1ccc(-c2csc(C(O)c3ccc(F)c(OC)c3)n2)cc1 (centres undefined) | 13µM*
CC1(C(=O)NC2CCCC2)CCC(=O)N1C1CCN(Cc2ccccc2)CC1 (centres undefined) | 1%
COc1ccc(OC)c(C(O)c2ncc(-c3ccccc3Cl)[nH]2)c1 (centres undefined) | -110%
CC(C)C1C(=O)N(Cc2cn(CC3CCCCC3)nn2)CCS(=O)(=O)N1Cc1ccc(-c2ccc(Cl)cc2)cc1 (centres undefined) | 9.2µM*
Cc1nc(NC(=O)c2ccccc2)sc1-c1cc(C(=O)O)nn1Cc1ccccc1 | 0%
COc1ccc(Cn2cc(CN3CC(N4CCN(CCO)CC4)CS3(=O)=O)nn2)cc1 (centres undefined) | -1%
COc1ccc(C(O)c2nc(-c3ccc(C)c(C)c3)cs2)cc1 (centres undefined) | ?
CC1(C(=O)O)CCCN(C(=O)c2cccnc2Oc2ccccc2)C1 (centres undefined) | 0%
COCCNC(=O)C1(C)CCCN(C(=O)c2ccccc2OC(F)(F)F)C1 (centres undefined) | 1%
CCOC(=O)[C@]12CCCC=C1N(CCc1ccc(OC)c(OC)c1)C(=O)[C@H](CC(=O)NCC13CC4CC(CC(C4)C1)C3)C2 | 15µM*
CCn1c(SCC(=O)N2CCCC2=O)nc2ccccc21 | 1%
CCOC(=O)C1(C)CCCN1C(=O)c1cccc2ccccc12 (centres undefined) | 12µM*
O=C(CCCN1C(=O)/C(=C/c2ccc(F)cc2)SC1=S)Nc1ccc(C(=O)O)cc1 | ?
CCCc1c(-c2ccc(F)cc2)ncn1Cc1ccccc1OC | 1.6µM*
CCN(CC)C(=O)C1=C(C)N(Cc2ccc(OC)cc2)C(=O)C(CC(=O)NCc2ccco2)C1 (centres undefined) | -18%
CC1(C(=O)NS(=O)(=O)c2ccccc2)CCN1C(=O)Cc1ccc(Cl)cc1Cl (centres undefined) | -11%
OCC[C@@H]1C[C@H](O)[C@@H](O)[C@@]2(OCc3cc(Cl)ccc32)O1 | -8%
O=C1CC(=O)OC(c2ccc([N+](=O)[O-])cc2)O1 | 3.3µM*
CC(=O)NC(c1ccc(F)c(F)c1)c1nc(-c2cnc3ccccc3c2)cs1 (centres undefined) | ?
CCCC1NC(=O)c2cccnc2-n2c1nc1ccc(Cl)cc1c2=O (centres undefined) | 9%

Shown with each value named: part of the list above.
O=C1CC(=O)OC(c2ccc([N+](=O)[O-])cc2)O1
- DT40 TDP1 CPT: 3.3µM*
CCn1c(SCC(=O)N2CCCC2=O)nc2ccccc21
- DT40 TDP1 CPT: 1%
OCC[C@@H]1C[C@H](O)[C@@H](O)[C@@]2(OCc3cc(Cl)ccc32)O1
- DT40 TDP1 CPT: -8%
O=C(CCCN1C(=O)/C(=C/c2ccc(F)cc2)SC1=S)Nc1ccc(C(=O)O)cc1
- DT40 TDP1 CPT: ?

Additional records
SMILES | DT40 TDP1 CPT
Cc1ccc([C@H]2C[C@H](O)[C@@H](n3cc(C4CC4)nn3)CN2C(=O)C2CCCCC2)cc1 | 0%
COc1ccc(NC(=O)c2cccc(S(=O)(=O)N3CCc4ccccc43)c2)c(OC)c1 | 7%
O=C1C(=Cc2cn(-c3ccccc3)nc2-c2ccc(OCc3ccccc3)cc2)SC(=S)N1CCS(=O)(=O)O | 29µM*
Cn1nc(C(C)(C)C)cc1C(=O)N1CCCCC1c1cc(C(=O)NCc2ccccc2)no1 (centres undefined) | 10µM*
C=Cc1ccc(Cn2c(C)c(C(=O)NCc3ccc(C#N)cc3)sc2=O)cc1 | 16µM*
O=C(Nc1ccc(/C=C/c2ccc(NC(=O)c3cc(S(=O)(=O)O)c4cccnc4c3O)cc2S(=O)(=O)O)c(S(=O)(=O)O)c1)c1cc(S(=O)(=O)O)c2cccnc2c1O | -23%
CCC(C)[C@H]1CNC(=O)C(=O)N1CC1CCCCC1 (some centres undefined) | 4%
CSc1ccc(C(O)c2ncc(-c3cccc(F)c3)[nH]2)cc1 (centres undefined) | 15µM*
Cc1ccc(S(=O)(=O)N2[C@H](c3ccccc3)CC(=O)[C@@H]3CN(S(=O)(=O)c4ccccc4)[C@H](c4ccccc4)C[C@@H]32)cc1 | -5%
CCCCN1C(=O)C(CC(=O)NCC2CCCCC2)CC(C(=O)N(C(C)C)C(C)C)=C1C (centres undefined) | ?
O=C(Nc1nnc([C@@H]2C[C@H](O)[C@@H](CO)O2)s1)NC(c1ccccc1)c1ccccc1 | ?
COc1ccccc1N1CCN(C(=O)c2[nH]c(C(F)(F)F)nc2-c2ccccc2)CC1 | 6.5µM*
CC(c1nc2ccccc2[nH]1)n1c(=O)c(-c2cccnc2)nc2ccccc21 (centres undefined) | 23µM*
COc1cccc(-c2cnc(C(O)c3ccc(-c4ccccc4)cc3)[nH]2)c1 (centres undefined) | ?
CC(=O)OCCN1c2ccccc2Sc2cnccc21 | ?
Cc1cccc(-n2cnc3cc(C(=O)NCCN4CCOCC4)ccc32)c1 | -14%
CCOC(=O)Cc1ccc(Nc2nc(NCCOC)nc3ccsc23)cc1 | 13µM*
CC(C)(C)C1CCN2CCC[C@](c3ccccc3)(C1)[C@@]21CO1 (some centres undefined) | ?
CCOC(=O)[C@]12CCC=C1N(Cc1ccc(Cl)cc1Cl)C(=O)[C@H](CC(=O)NCc1ccc(C)o1)C2 | ?
Cc1c(C(=O)N2CCC(C)(C(=O)NS(=O)(=O)C3CC3)C2)oc2ccccc12 (centres undefined) | ?
CCOC(=O)N1CCN(c2nc(CN3CCCCC3CCO)nc3c(C)cccc23)CC1 (centres undefined) | 6%
Cc1cccc(N2CCN(C(C(=O)NCc3ccccc3)c3ccco3)CC2)c1C (centres undefined) | ?
CCC(C)CN1C(=O)CN(S(C)(=O)=O)CC1(C)C(=O)NC(C)C (centres undefined) | 28%
CCc1nc2ccc(C(=O)NCCOc3ccc(OC)cc3)cn2c1N(CC)CCOC | ?
CC(C)CC1C(=O)N(Cc2cn(CCC3OCCO3)nn2)CCS(=O)(=O)N1Cc1ccc(-c2ccccc2)cc1 (centres undefined) | 18µM*
CCC12CC1(C(=O)OC)C(=O)N1CCc3c([nH]c4ccccc34)C12 (centres undefined) | 1%
CC(=O)Nc1cccc(-c2ccnc3c2CC(C)(C(=O)NCc2ccncc2)O3)c1 (centres undefined) | 21µM*
COc1cccc(CNc2nc3cc(-c4ccc(F)cc4)sc3c(=O)n2C)c1 | 4%
CCCCN(C=O)c1c(CC)nc2c(OCc3cccc(Cl)c3)cccn12 | ?
N#Cc1ccc(-c2nc3c4ccccc4ccn3c2Cc2ccsc2)cc1 | 13µM*
COc1cc2c(cc1OC)C1N(CC2)C(=O)CCC12C(=O)CCCC2=O (centres undefined) | 10%[9.04 µM]
CCOC(=O)C1=C[C@@H](C(C)(C)C)N(S(=O)(=O)c2ccc(C)cc2)[C@H]1c1ccc(C#N)cc1 | ?
Cc1cccc(C)c1-n1nnnc1C(c1cccs1)N1CCN(C/C=C/c2ccccc2)CC1 (centres undefined) | ?
Cn1cnc(S(=O)(=O)N2CCCCC2c2cc(C(=O)Nc3ccccc3Cl)no2)c1 (centres undefined) | -18%
O=c1cc(CN2CCCCCCC2)c2c(ccc3ccccc32)o1 | ?
O=C(c1[nH]c(C(F)(F)F)nc1-c1ccccc1)N1CCN(c2ccc(C(F)(F)F)cn2)CC1 | -25%
O=C(NC1CCCC1)C(C1CC1)n1c(-c2cc3ccccc3[nH]2)nc2ccccc21 (centres undefined) | ?
COC(=O)[C@H]1C[C@@]2(O)CN(S(=O)(=O)c3ccc(C)cc3)C[C@@]2(OC(=O)NCc2ccccc2F)C[C@H]1C(=O)OC | ?
Cc1c(C(=O)NCC(C)(C)N2CCOCC2)cnn1-c1ncc2c(n1)-c1ccccc1CCC2 | 8%
COc1cccc(NC(=O)C2(C)CCCN2C(=O)C(C)C)c1OC (centres undefined) | -1%
CO/N=C(\C(=O)N[C@@H]1C(=O)N2C(C(=O)O)=C(CSc3nnnn3C)CS[C@H]12)c1csc(N)n1 | -1%
COc1ccc(NC(=O)Nc2nc(C(N)C3CCCCC3)cs2)cc1 (centres undefined) | ?
CC(C)=CCC[C@H](C)CC1Cc2[nH]c(=S)[nH]c(=O)c2C(c2ccc(F)cc2)O1 (some centres undefined) | -4%
O=CNc1cc(-c2ccc(C(=O)N3CCOCC3)cc2)cn2c(-c3ccc(F)cc3)cnc12 | 21µM*
CC1=C(C(=O)N2CCOCC2)CC(CC(=O)NCCCN(C)C)C(=O)N1Cc1ccc(F)cc1 (centres undefined) | 11%
CCn1nc(C)cc1C(=O)NCC1Cc2cc(C)cc(-c3ccccc3C(=O)OC)c2O1 (centres undefined) | ?
COC(=O)[C@@H]1CCCN1Cc1ccc2c(c1)CN(Cc1coc3ccc(C)cc3c1=O)CCO2 | -1%[9.04 µM]
COc1cccc(CNC(=O)[C@@H]2CCCN2C(=O)[C@H]2CCCCN2C(=O)OC(C)(C)C)c1 | -19%
COc1ccc2c(c1)Cc1cc(NC(=O)c3ccccc3-c3ccccc3C(=O)O)ccc1-2 | -9%
CC1NS(=O)(=O)c2cc([N+](=O)[O-])ccc21 (centres undefined) | -5%
Next compounds follow:
SMILES | DT40 TDP1 CPT
C[C@@H]1COc2cccc(N(C)CCO)c2S(=O)(=O)N1 | 11%
Cc1ccc(S(=O)(=O)N2CCN(C(=O)C(O)c3ccccc3)CC2)cc1 (centres undefined) | 19%
CO[C@@H]1CN(C)C(=O)c2cc(NS(=O)(=O)c3ccc(C)cc3)ccc2OC[C@H](C)N(Cc2nccs2)C[C@H]1C | ?
NC(CCc1ccccc1)c1csc(Nc2cnccn2)n1 (centres undefined) | 23µM*
Cc1ccc(F)c(S(=O)(=O)NC(=O)C2(C)CCN2C(=O)Cc2cccc3ccccc23)c1 (centres undefined) | -21%
CC1(C(=O)NCC2CC2)Cc2c(-c3ccccc3)ccnc2O1 (centres undefined) | 9.2µM*
CC(=O)c1cccc(-c2ccc3c(c2)C(C)(Cc2ccc(S(C)(=O)=O)cc2)C(=O)N3)c1 (centres undefined) | ?
N#CCN(C(=O)CSc1nnc(C2CC2)n1C1CC1)c1ccccc1 | -1%
OC(c1cccc(Cl)c1)c1nc(-c2cnc3ccccc3c2)cs1 (centres undefined) | 26µM*
CC(=O)Nc1ccccc1OCCCN1CCC(C(O)(c2ccccc2)c2ccccc2)CC1 | ?
COc1ccc(-c2nc3c(Cl)cc(C(F)(F)F)cn3c2Cc2ccsc2)cc1OC | ?
CC(C)NC(=O)N(C)C[C@@H]1Oc2ncc(-c3cccc(C#N)c3)cc2C(=O)N([C@H](C)CO)C[C@@H]1C | 21%
CNC(=O)[C@@H]1C[C@H](Sc2nc3ccccc3[nH]2)CN1Cc1cccc(C(F)(F)F)c1 | -24%
CNc1cncc(-c2cccc(C(=O)N(C)C)c2)n1 | -26%
CC(=O)c1ccc(Nc2nc(C(N)Cc3ccc(C(F)(F)F)cc3)cs2)cc1 (centres undefined) | 15µM*
Cn1c(=O)c2c(-c3ccccc3)n(-c3cccc(Br)c3)cc2n(C)c1=O | 9.2µM*
CCCC(=O)O[C@]1(C(=O)COC(=O)CC)CC[C@H]2[C@@H]3CCC4=CC(=O)CC[C@]4(C)[C@H]3[C@@H](O)C[C@@]21C | -21%
CC(=O)Oc1ccc(OC(C)=O)c2c1CC1(C)OC1(C)C2 (centres undefined) | -14%
Cc1cc2c(c(-c3cnccn3)c1)OC(CNC(=O)c1cc(C(C)C)[nH]n1)C2 (centres undefined) | -24%
